# Casp6 inh: blocks human caspase-6 cleavage activity; AID 686996; 350,000 tested, 0.53% active; purified caspase-6, Z-VEID-R110 cleavage fluorescence; inhibition, % at 12.5 µM;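 active = mean inhibition across replicates at least about 35%, with every replicate also reaching that limit, limit read from the data; inconclusive = only one of the two criteria met; inactive = neither criterion met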;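 also: 0% = median of neutral control wells and 100% = no fluorescence left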
# Target sequence (P55212 24-179 limits assumed): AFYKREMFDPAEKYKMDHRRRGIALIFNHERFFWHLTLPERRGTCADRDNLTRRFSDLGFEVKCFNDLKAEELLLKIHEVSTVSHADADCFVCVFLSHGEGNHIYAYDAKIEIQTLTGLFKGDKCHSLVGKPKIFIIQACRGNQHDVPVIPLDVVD
# Target sequence (P55212 194-293 limits assumed): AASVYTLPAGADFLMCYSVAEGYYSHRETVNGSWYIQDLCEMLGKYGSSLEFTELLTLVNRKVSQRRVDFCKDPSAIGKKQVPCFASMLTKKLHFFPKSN
# RAD52 inh: blocks human RAD52 DNA annealing; P43351; recombinant RAD52 DNA annealing, FRET fluorescence; inhibition, % at 18.7 µM; 360,000 tested, 0.46% active;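 active = every replicate showing at least 50% inhibition; inconclusive = mean inhibition at least 50% but not in every replicate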
# Target sequence (P43351 whole entry, looked up): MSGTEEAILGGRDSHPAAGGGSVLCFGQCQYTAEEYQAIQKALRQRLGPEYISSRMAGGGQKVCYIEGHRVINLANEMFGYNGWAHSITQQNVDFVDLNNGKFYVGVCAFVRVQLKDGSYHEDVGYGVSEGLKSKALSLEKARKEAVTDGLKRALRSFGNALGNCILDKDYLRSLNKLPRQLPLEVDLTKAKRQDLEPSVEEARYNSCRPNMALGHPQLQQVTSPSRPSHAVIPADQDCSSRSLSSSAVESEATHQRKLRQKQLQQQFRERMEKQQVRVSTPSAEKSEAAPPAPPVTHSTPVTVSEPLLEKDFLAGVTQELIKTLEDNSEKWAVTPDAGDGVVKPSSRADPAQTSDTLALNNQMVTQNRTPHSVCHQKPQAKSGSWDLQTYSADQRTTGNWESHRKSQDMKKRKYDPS
# DENV2 CPE: inhibitors of DENV2 cytopathic effect | DENV2-infected cells, cytopathic effect rescue, plate reader | CPE inhibition, % at 9.99 µM | 350,000 tested, 1.7% active; in the data active = CPE inhibition above about 20%, passing the limit was not always enough; inconclusive = no clear call, values can overlap the other calls; tested in BHK-21 cells;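 also: 0% = median of neutral control wells and 100% = median of positive control wells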
# XiGFP reactiv: activators of X-chromosome reactivation in mouse fibroblasts; activation, % at 7.58 µM; AID 743238; 360,000 tested, 0.055% active; XiGFP mouse fibroblasts, % GFP-positive cells imaging, 3 d; cells co-treated with 5-aza-dC sensitizer; scaled so ellipticine positive control = 100%;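 active = mean normalized replicate activation at least 10% and every replicate at or above 10%; inconclusive = only one of the two criteria met; inactive = mean below 10% and not all replicates reach 10%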;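 also: 0% = median of on-plate neutral control wells and 100% = ellipticine 6 µM median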
#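 Schedule: 3 d treatment, 15 min room-temperature fixation; system: 68-5-11 XiGFP fibroblast line; buffer or medium: DMEM plus 5-aza-dC sensitizer; control set: ellipticine 6 µM positive control; compound: one concentration, pinned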
# GSIS activator: GLuc luminescence reporter in INS-1E cells, primary screen for activators of glucose-dependent secretion of insulin. AID 743287. INS-1E GLuc reporter insulin secretion, 2-3 h. 370,000 tested, 0.61% active. activation, % at 16.6 µM;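 active = lowest replicate activation of at least 40%, so every replicate reaches that level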;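 also: 0% = median of neutral control wells and 100% = median of IBMX positive control wells; some compounds called inactive have numbers as strong as hits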
# CFTR F508del cor: CFTR F508del correction in bronchial cells; CFBE cells, YFP halide quenching; stimulated with forskolin plus potentiator P3; % fluorescence drop versus neutral controls; 350,000 tested, 0.36% active; activity (quench increase), % at 7.58 µM;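 active = mean added fluorescence quench of at least 8% versus neutral control, with both replicates also reaching 8%; inconclusive = only one of the mean or replicate conditions met; inactive = mean below 8% and not both replicates reaching 8%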;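 also: cells transiently co-express mutant CFTR-F508del with the halide-sensitive YFP; corrector assay measuring rescue of mutant channel to the surface after 24 h compound exposure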
# RAD54 branch: blocks human RAD54 Holliday junction branch migration. Q92698. FAM/BHQ fluorescence. inhibition, % at 10.4 µM. 360,000 tested, 0.14% active. AID 602329;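 active = mean normalized replicate activity at least 40 and at least half of replicates scoring 40 or more; inconclusive = only one of the two criteria met; inactive = mean below 40 and under half of replicates reaching 40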;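 also: 0% = median of neutral control wells and 100% = median of positive control wells; inhibitors cause a drop in the FAM fluorescence signal; in these data hits start at about 50%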
# E-selectin induc: E-selectin induction on HUVECs. AID 686992. P16581. 260,000 tested, 0.37% active. activation, % at 7.58 µM. HUVEC E-selectin immunofluorescence imaging; normalized: neutral wells 0, TNF-alpha wells 100;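 active = mean E-selectin-positive cell signal at least 10% of the positive control, reached in at least 60% of replicates, without over 20% cell loss; inconclusive = no rule given, readout overlaps actives, possibly toxicity-flagged; inactive = the rest, including those meeting only one limit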;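 also: in these data hits start at about 27%; measured in HUVEC primary endothelial cells; signal is the percent of cells scored E-selectin positive by PE staining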
#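 Assay system: HUVEC primary endothelial cells. Input: 3,000 HUVEC seeded per well. Doses: one compound dose added by pin transfer. Read-out basis: % PE-positive cells. Benchmarks: TNF-alpha high, DMSO low. Detection: immunofluorescence imaging. Buffer or medium: EGM-2, gelatin.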
# Numbers without * were called inactive; u = inconclusive; x = not tested or not shown; & = joins results of further samples.
SMILES,Casp6 inh,RAD52 inh,DENV2 CPE,XiGFP reactiv,GSIS activator,CFTR F508del cor,RAD54 branch,E-selectin induc
CC(C)CN(C(=O)c1cccc(S(=O)(=O)N2CCN(Cc3ccccc3)CC2)c1)C1CCS(=O)(=O)C1 (configuration not stated),-100,15,11,0.0,-10,3.1,-8,-0.2
O=C(Nc1ccc(S(=O)(=O)N2CCCCC2c2cccnc2)cc1)c1ccccc1F (configuration not stated),2,-9,x,0.0,-4,-7.2,-1,2.6
COC(=O)C(C(=O)OC)C1CCCCC1NS(=O)(=O)c1ccc(C)cc1 (configuration not stated),-1,-4,-1,0.0,6,2.0,x,6.9
Cc1cccc(/C=C/C(=O)c2ccc(NC3=NCCCS3)cc2)c1,-3,54*,4,0.2,-19,x,x,x
Cc1cc(C)nc(NC(=O)CN2C(=O)c3ccccc3S2(=O)=O)n1,11,-3,-8,0.0,6,-0.4,-11,2.1
C[C@H](CO)N1C[C@H](C)[C@@H](CN(C)Cc2ccc(C(F)(F)F)cc2)Oc2ccc(NC(=O)Cc3cn(C)c4ccccc34)cc2C1=O,0,-5,10,-0.3,-15,1.5,-3,x
COCC(=O)Nc1ccc2c(c1)C(=O)N(C)C[C@H](OC)[C@H](C)CN(C(=O)c1cccnc1)[C@@H](C)CO2,-2,-2,-3,0.3,-2,-4.4,2,0.2
C[C@H]1CN([C@@H](C)CO)C(=O)Cc2cc(N(C)C)ccc2O[C@H]1CN(C)Cc1ccccc1,0,5,2,-1.0,-1,-0.9,8,-0.2
O=C(Cc1ccsc1)Nc1ccccc1F,-1,-17,-1,0.4,6,-1.6,0,23
Cc1ccc(C(=O)NCC(=O)OCC(=O)Nc2ncc(C(F)(F)F)cc2Cl)cc1,2,-30,1,0.0,-2,0.0,x,x
COC(=O)C1=CO[C@@H](C)[C@H]2CN3CCc4c([nH]c5ccccc45)[C@@H]3C[C@H]12,x,-19,-3,-0.1,x,1.9,0,0.5
Cn1c(CNC(=O)c2cccs2)n[nH]c1=S,0,1,-1,0.1,10,x,-7,0.1
Cc1cc(C)c(S(=O)(=O)NCCn2ccc3ccccc32)c(C)c1,0,-217,-3,0.1,x,-2.9,-15,0.0
CCC(C)N(C(=O)CSc1ncnc2sccc12)C1CCS(=O)(=O)C1 (configuration not stated),0,-3,2,-0.1,32,-1.3,2,x
CCCc1nc(N)c(C#N)c(-c2cccnc2)c1CC,-2,-6,2,0.3,-1,2.0,21,-0.2
Cc1ccc(S(=O)(=O)Nc2cccc3c2O[C@@H](CN(C)CC2CC2)[C@@H](C)CN([C@@H](C)CO)C3=O)cc1,0,-2,5,0.0,11,0.8,-4,-0.1
CSc1ccc(C(=O)c2[nH]c(=O)[nH]c2C)cc1,-1,-1,-9,-0.1,27,-2.0,5,0.0
C[C@H]1CN([C@@H](C)CO)C(=O)Cc2cc(NC(=O)C3CC3)ccc2O[C@H]1CN(C)Cc1ccc2c(c1)OCO2,0,6,13,0.0,-7,0.1,14,-12
COc1ccc(/C=N/Nc2nc(Nc3ccccc3)nc(N3CCCC3)n2)cc1,0,-7,1,0.0,-1,-0.2,x,x
Fc1cccc(/C=N/Nc2nccnc2Cl)c1,0,-17,-4,-0.1,6,-0.2,-5,-0.1
C[C@@H]1CN([C@@H](C)CO)C(=O)c2cc(C#Cc3cccnc3)cnc2O[C@@H]1CN(C)C(=O)CN(C)C,-6,20,u,-0.1,-9,-0.6,8,-0.3
O=C(N[C@H]1CC[C@H](CCn2cc(-c3ccc(F)cc3)nn2)O[C@@H]1CO)c1cnccn1,3,-23,-1,-0.5,-5,0.1,1,-0.2
N#Cc1ccsc1NC(=O)CN1CCOCC1,9,-10,x,x,12,-0.8,-3,0.9
Cc1cccc(NS(=O)(=O)c2c(C(=O)N3CCCC3)c(C)n(C)c2C)c1,-1,-4,-4,0.9,44,-1.9,4,x
CCn1c(SCC(=O)N/N=C/C=C/c2ccccc2[N+](=O)[O-])nnc1-c1ccc(Cl)cc1,-4,-14,-11,0.0,-22,-2.4,x,-1.2

# The closing 4 records of the part before come first, to join the parts:
SMILES,Casp6 inh,RAD52 inh,DENV2 CPE,XiGFP reactiv,GSIS activator,CFTR F508del cor,RAD54 branch,E-selectin induc
O=C(N[C@H]1CC[C@H](CCn2cc(-c3ccc(F)cc3)nn2)O[C@@H]1CO)c1cnccn1,3,-23,-1,-0.5,-5,0.1,1,-0.2
N#Cc1ccsc1NC(=O)CN1CCOCC1,9,-10,x,x,12,-0.8,-3,0.9
Cc1cccc(NS(=O)(=O)c2c(C(=O)N3CCCC3)c(C)n(C)c2C)c1,-1,-4,-4,0.9,44,-1.9,4,x
CCn1c(SCC(=O)N/N=C/C=C/c2ccccc2[N+](=O)[O-])nnc1-c1ccc(Cl)cc1,-4,-14,-11,0.0,-22,-2.4,x,-1.2
Nc1nc(N)n(-c2ccccc2)c(=Nc2ccccc2)n1,1,-8,5,0.3,3,-1.8,5,-0.3
O=C(NC1CCCC1)C(c1ccncc1)N(C(=O)c1csnn1)c1ccccc1 (configuration not stated),7,-5,0,0.0,25,-0.1,-6,x
CCOC(=O)C1(CCc2ccccc2)CCN(Cc2ccccn2)CC1,-2,-8,4,0.0,-5,-0.1,x,0.3
CC1CN(c2nc3ccccc3nc2NS(=O)(=O)c2ccccc2)CC(C)O1 (configuration not stated),3,-12,-4,0.3,-2,3.7,4,0.3
CC1=C(C(=O)N2CCOCC2)CC(CC(=O)NCCN2CCOCC2)C(=O)N1Cc1ccccc1 (configuration not stated),-2,-1,-3,0.0,-3,0.6,6,-7.7
CC(C)NC(=O)Nc1ccc2c(c1)C(=O)N([C@@H](C)CO)C[C@H](C)[C@@H](CN(C)Cc1ccc3c(c1)OCO3)OCCCC[C@H](C)O2,x,x,4,0.1,-4,0.4,4,x
COc1ccccc1N(CN1C(=O)c2ccccc2C1=O)C(=O)c1cccc(C)c1,0,-13,6,0.0,-21,x,x,-3.2
COc1ccccc1C(=O)NCCC(=O)NNC(=O)Cn1ccc(C(F)(F)F)n1,0,-2,-6,0.0,-1,-2.2,1,-0.3
CO[C@@H]1CN(C)C(=O)c2ccc(NC(=O)C3CC3)cc2OC[C@@H](C)N(Cc2nccs2)C[C@@H]1C,1,-1,5,-0.2,-11,-0.6,9,0.0
NC(=O)c1sc2nc(-c3cccnc3)ccc2c1N,1,-27,5,0.3,-4,1.5,-9,0.8
C[C@@H]1CCCCO[C@@H](CN(C)C(=O)Nc2ccccc2)[C@@H](C)CN([C@@H](C)CO)C(=O)c2cc(NC(=O)Nc3ccc(C(F)(F)F)cc3)ccc2O1,0,-13,14,0.4,18,3.1,x,1.7
Cc1ccc(/C=C2\S/C(=N/S(=O)(=O)c3cccs3)NC2=O)cc1,1,-14,-3,-0.1,-26,-1.0,x,-0.1
COc1ccc2oc(=O)c(C(=O)N3CCN(c4ccccc4)CC3)cc2c1,-1&-2,-10&-24,-3,x,9&3,-1.8,10,x
COCCNC(=O)C(c1ccc(F)cc1)N(Cc1ccccc1)C(=O)CCC(=O)Nc1nccs1 (configuration not stated),3,-6,-1,0.2,-3,0.2,-3,0.3
COCCCNC(=S)N1CCN(c2ccccc2)CC1,-1,-8,3,0.0,-8,-0.5,x,x
CCCCCCC(=O)Nc1nc(C)c(-c2csc(Nc3cc(OC)ccc3OC)n2)s1,-2,1,15,0.0,3,2.0,-8,x
COCC(=O)Nc1ccc2c(c1)C(=O)N(C)C[C@H](OC)[C@H](C)CN(Cc1cccnc1)[C@H](C)CO2,0,7,-2,0.0,7,0.3,-4,-0.2
COc1ccccc1C(=O)COC(=O)C(CCSC)NC(=O)COc1ccccc1 (configuration not stated),2,-11,-2,0.0,-6,0.2,2,-3.0
CC(=O)Nc1ccc(S(=O)(=O)NNC(=O)c2cccc([N+](=O)[O-])c2)cc1,-1,-9,-2,0.0,-4,-2.8,-7,x
C[C@@H]1CN([C@H](C)CO)C(=O)c2cccc(NC(=O)c3ccncc3)c2O[C@@H]1CN(C)Cc1ccc(Cl)c(Cl)c1,5,7,4,0.0,-4,-0.2,0,-18
Cc1cccc(NC(=O)c2ccco2)c1C(=O)O,0,-9,-7,0.0,-10,x,-9,x
CCCCn1c(=O)[nH]c(=O)c2c1nc(-c1ccc(OCCC)c(OCC)c1)n2C,-3,-17,7,0.0,1,-1.4,-4,14
Cc1cc2ccccc2n1CCNC(=O)Cc1cccc2ccccc12,0,-5,16,0.3,8,-1.0,2,x
COc1cc(CN2CCc3c([nH]c4ccccc34)C2)cc(OC)c1,-4,0,-2,0.2,-20,2.4,13,-0.1
C[C@H](CO)N1C[C@H](C)[C@H](CN(C)C(=O)Nc2cccc3ccccc23)Oc2ncc(-c3cc4ccccc4o3)cc2C1=O,2,13,-11,0.5,14,6.1,-4,0.4
# Next part.
SMILES,Casp6 inh,RAD52 inh,DENV2 CPE,XiGFP reactiv,GSIS activator,CFTR F508del cor,RAD54 branch,E-selectin induc
CCOC(=O)C1=C(COC(=O)[C@H](C)NS(=O)(=O)c2ccccc2F)NC(=O)NC1C (some centres not stated),1,7,5,0.5,13,0.7,-2,x
COC(=O)c1sccc1NC(=O)c1ccc(C(C)C)cc1,1,-4,4,0.0,0,-0.4,-3,x
Cc1oc(-c2cccs2)nc1CN1CCN(CCC(C)C)C(CCO)C1 (configuration not stated),-1,-17,4,0.4,-1,x,x,x
COCC1CCCCN1Cc1cn[nH]c1-c1ccc2cc(OC)ccc2c1 (configuration not stated),-3,-7,-3,0.0,-12,0.2,4,0.0
CCOC(=O)[C@H]1[C@H]2COc3ccc(Br)cc3[C@@H]2N2C(=O)CN(Cc3ccc(F)cc3)C(=O)[C@@]12C,2,-85,12,0.0,-15,2.8,2,-0.1
COc1ccccc1Cc1c(-c2ccccc2)nc2ccc(C)cn12,4,-58,-3,0.0,3,-1.3,x,0.0
CC1CCCN(CCCNC(=O)c2ccc(NC(=O)C3=CSCCO3)cc2)C1 (configuration not stated),-10,-2,-5,0.1,2,-0.8,9,x
C[C@H]1CN([C@@H](C)CO)S(=O)(=O)c2ccc(-c3cccc(F)c3)cc2O[C@@H]1CN(C)S(=O)(=O)c1ccccc1,-1,-1,-11,-1.0,-3,-0.4,2,0.1
CC1(C)Cc2nc3sc(C(=O)NCCCO)c(N)c3cc2CO1,3,-8,4,-0.1,-2,-14,x,0.1
O=C(NC(=S)N(Cc1ccccc1)c1ccccn1)C1CCCCC1,2,3,-10,0.0,5,x,x,x
Cc1cccc[n+]1C1C(c2ccc([N+](=O)[O-])cc2)C(C#N)=C(C(=C=[N-])C#N)NC1(O)C1CC1 (configuration not stated),5,-61,6,0.1,-17,-1.8,x,x
COCC(=O)N1C[C@@H](C)[C@H](OC)CN(C)C(=O)c2cc(NS(C)(=O)=O)ccc2OC[C@@H]1C,2,8,-5,-0.6,-7,1.9,-3,-0.1
O=c1c2[nH]c3ccc(F)cc3c2nc2n1CCCS2,-6,-13,-4,0.0,-24,-1.4,7,x
C[C@H]1CN([C@@H](C)CO)C(=O)c2cc(NC(=O)Cn3cnnn3)ccc2O[C@H]1CN(C)S(=O)(=O)c1ccc(Cl)cc1,-1,15,-7,-0.5,32,-1.3,x,0.1

# Compound activity deposited in PubChem by Broad Institute.
